TbMetRS inhib: Trypanosoma brucei MetRS inhibition; inhibition, % at 11.9 µM; actives 0.4% (n = 360,000); purified T. brucei MetRS, ATP depletion, Kinase-Glo luminescence;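 active = inhibition above a per-plate cutoff of the control wells' mean inhibition plus 3 SD, cut at about 5.5% in these data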;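 note: 0% = DMSO wells median and 100% = median of wells with control inhibitor compound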
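Measured by: Kinase-Glo luciferase luminescence reporting remaining unconsumed ATP. Material: purified T. brucei MetRS enzyme. Doses: 11.9 µM compound single dose, 0.9% DMSO. Medium: HEPES buffer containing pyrophosphatase, BSA, spermine, DTT. Times: 15 min preincubation, 2 h reaction, all 25 °C. Reagent: methionine, ATP and bulk E. coli tRNA.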
Rin1 Abl inh: human Rin1-Abl interaction inhibition | P00519+Q13671 | TR-FRET Rin1/Abl binding, biochemical | inhibition, % at 7.35 µM | actives 0.4% (n = 360,000) | AID 588664; in the data active = inhibition above about 5%, passing the limit was not always enough
FAS-TE inh: FAS thioesterase (human) inhibition. P49327. recombinant FAS-TE, OMFH fluorogenic substrate, fluorescence endpoint. inhibition, % at 15 µM. actives 0.67% (n = 360,000). AID 602261;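 active = compounds whose normalised, plate-corrected inhibition of enzyme fluorescence in the single-dose primary screen is 50% or more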;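 note: 0% = DMSO with enzyme and 100% = substrate without enzyme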
CSN inh: blocks human CSN-mediated cullin deneddylation | Purified CSN, SCF-Nedd8-OG deneddylation, fluorescence polarization | inhibition, % at 12.5 µM | actives 0.38% (n = 360,000) | AID 651999;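 active = pattern-corrected inhibition above about 35%, with an unprinted fluorescence ratio check between 0.5 and 1.5, limit read from the data, passing the limit was not always enough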;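 note: 0% = enzyme with substrate and 100% = substrate without enzyme; some results filed as inactive read as strong as hits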
Target sequence (Q92905 whole entry, looked up, one chain of several): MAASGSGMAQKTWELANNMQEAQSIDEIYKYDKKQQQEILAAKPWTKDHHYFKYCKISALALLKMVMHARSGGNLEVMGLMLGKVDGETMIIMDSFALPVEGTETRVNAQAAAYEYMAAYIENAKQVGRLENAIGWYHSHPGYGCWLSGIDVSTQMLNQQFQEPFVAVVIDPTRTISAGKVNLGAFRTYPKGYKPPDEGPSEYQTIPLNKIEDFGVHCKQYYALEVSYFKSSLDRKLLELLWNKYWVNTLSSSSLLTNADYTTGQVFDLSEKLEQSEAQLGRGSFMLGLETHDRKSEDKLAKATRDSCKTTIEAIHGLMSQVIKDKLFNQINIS
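Schedule: reaction 90 min, room temperature / Assay system: HEK293T-derived human Csn5 enzyme / Input: Csn5 at 0.24 nM final / Measure: inhibition of Csn5 cleavage, % / Control set: substrate-only high control, full reaction low control / Technique: fluorescence polarization of the substrate / Buffer or medium: Tris/NaCl/DTT buffer, pH 7.5 / Reagent: SCFSkp2-Nedd8OG substrate at 10 nM final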
Neddylation inh: cullin neddylation inhibition | P61081+Q13564 | TR-FRET cullin neddylation, biochemical | calls only at 25 µM | AID 651699 | actives 0.58% (n = 360,000); in the data active = inhibition above about 36%
Target sequence (P61081 whole entry, looked up): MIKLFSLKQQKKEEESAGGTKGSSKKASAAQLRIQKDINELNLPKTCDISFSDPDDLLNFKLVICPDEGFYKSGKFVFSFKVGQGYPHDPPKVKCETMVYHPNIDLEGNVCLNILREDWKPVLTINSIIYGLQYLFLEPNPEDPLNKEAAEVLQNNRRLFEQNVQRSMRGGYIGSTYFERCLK
Target sequence (Q13564 whole entry, looked up): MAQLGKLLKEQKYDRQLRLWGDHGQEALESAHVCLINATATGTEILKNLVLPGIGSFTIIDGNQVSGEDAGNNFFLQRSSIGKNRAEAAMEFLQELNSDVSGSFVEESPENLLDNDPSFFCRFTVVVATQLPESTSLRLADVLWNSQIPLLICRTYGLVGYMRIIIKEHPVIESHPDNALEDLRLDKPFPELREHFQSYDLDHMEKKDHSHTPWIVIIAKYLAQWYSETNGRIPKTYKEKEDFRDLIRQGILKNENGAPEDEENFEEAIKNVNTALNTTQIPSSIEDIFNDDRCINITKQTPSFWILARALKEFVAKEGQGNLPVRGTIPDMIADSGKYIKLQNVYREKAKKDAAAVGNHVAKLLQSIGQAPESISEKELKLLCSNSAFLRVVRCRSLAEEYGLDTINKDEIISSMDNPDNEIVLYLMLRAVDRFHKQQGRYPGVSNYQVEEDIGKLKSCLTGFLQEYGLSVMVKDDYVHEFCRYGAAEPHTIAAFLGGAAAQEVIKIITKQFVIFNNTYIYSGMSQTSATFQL
MLLE-PAM2 inh: blocks PAM2 peptide binding to the PABP1 MLLE domain; P11940; GST-MLLE / FITC-PAM2 fluorescence polarization; inhibition, % at 20 µM; actives 0.36% (n = 360,000); AID 588489; in the data active = inhibition above about 35%, passing the limit was not always enough;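 note: plate controls were DMSO wells with GST-MLLE for no effect and wells lacking GST-MLLE protein for full effect; some results filed as inactive read as strong as hits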
MsrA act: bovine methionine sulfoxide reductase A activation; purified bovine MsrA, absorbance read-out; activation, % at 10.6 µM; actives 0.3% (n = 360,000); AID 602163; in the data active = activation above about 7.5%;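 note: 0% = vehicle and 100% = reference activator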
eLon inh: inhibits E. coli Lon protease; purified E. coli Lon protease, fluorescence polarization; P0A9M0; actives 0.42% (n = 360,000); inhibition, % at 7.94 µM; in the data active = inhibition above about 13%, passing the limit was not always enough;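 note: 0% = enzyme with probe and DMSO and 100% = no enzyme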
MsrA inhibitor: inhibitors of bovine MsrA | AID 651718 | purified bovine MsrA, absorbance read-out | inhibition, % at 15.5 µM | actives 0.75% (n = 360,000); in the data active = inhibition above about 4.5%;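 note: 0% = vehicle wells with enzyme and 100% = reference inhibitor wells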
* = called active by the depositor; i = inactive; . = not tested or not shown. The order is random; 4% or so of the library scored in one or more.

SMILES,TbMetRS inhib,Rin1 Abl inh,FAS-TE inh,CSN inh,Neddylation inh,MLLE-PAM2 inh,MsrA act,eLon inh,MsrA inhibitor
Cc1onc(-c2ccccc2Cl)c1C(=O)N1CCc2ccccc2C1,-0.4,1,3,2,i,1,-3,-3,0.3
OCCC1CN(Cc2cccc3nonc23)CCN1C1CCCCC1 (stereo not drawn),-1.0,-2,-4,0,i,3,-6,15,0.0
O=C(Cn1nc(C(=O)O)c2ccccc2c1=O)Nc1ccc(Br)cc1,1.4,2,-1,1,i,8,-8,-6,0.1
O=C(Nc1ccc(Cl)cc1)Nc1nc(-c2sccc2Br)cs1,0.2,0,-3,0,i,5,-7,1,1.2
CCCCCNC(=O)c1cn(CC)c2cc(N3CCN(C)CC3)c(F)cc2c1=O,-1.1,0,-15,-1,.,-2,-3,6,-0.3
CCn1cc(-c2cc(C(F)(F)F)n3nc(C(=O)O)cc3n2)c(C)n1,0.0,1,-9,-2,i,1,-5,-6,1.0
Cc1ccc(S(=O)(=O)N2CCOCC2)cc1C(=O)Nc1ccc(-c2cn3ccsc3n2)cc1,0.7,-2,3,1,i,10,-2,-4,-0.3
CCn1cnc2c(Nc3cc(F)cc(F)c3)nc(C#N)nc21,-0.8,3,-4,2,i,-6,-13,4,1.4
COC(=O)CN(C)C(=O)c1ccc2nc(Cc3cccc(Cl)c3)oc2c1,-0.5,-1,0,-1,i,-8,-3,-3,0.8
COc1ccc(Nc2nc(-c3c(C)nc4ncccn34)cs2)cc1,-0.1,-4,0,8,i,17,-4,-1,-0.2
CCCCOC1CC(c2ccc(OCc3ccc(OC)cc3)c(OC)c2)N(C)O1 (stereo not drawn),-0.3,3,12,-4,i,-1,-3,-3,-0.9
Cc1noc(NC(=O)c2ccc(F)cc2)c1C#N,0.3,0,-8,-1,i,2,-11,-2,2.2
OCCN1CCN(c2nc(N3CCCCC3)nc(N3CCCCC3)n2)CC1,-0.6,3,-8,-1,i,10,4,-2,-1.4
COc1cccc(NC(=O)N(C)C[C@H]2Oc3cc(Br)ccc3S(=O)(=O)N([C@H](C)CO)C[C@H]2C)c1,-0.3,-2,8,3,i,24,-1,-12,0.0
FC(F)(F)Oc1ccccc1C(c1nnnn1Cc1ccccc1)N1CCN(C/C=C/c2ccccc2)CC1 (stereo not drawn),-1.3,2,24,2,i,9,-2,1,4.1
COc1ccc(OC)c(CN2CCN(C(=O)c3ccco3)CC2)c1,-1.9,-3,0,-5,i,3,-12,-5,-0.7
COc1ccc(CCN=Cc2ccc(O)cc2)cc1OC,-0.8,2,-7,3,i,-6,-4,-4,3.0
O=C(C[C@H]1C/C=C\CC[C@@H](Cc2ccc(F)cc2)C(=O)OC[C@H]2CCCN2C1=O)N[C@H](CO)Cc1ccccc1,0.2,-3,-6,3,i,-6,-5,-9,0.1
Cc1ccc(NC(=O)c2c([N+](=O)[O-])cnn2C)cc1C,-0.6,1,-2,7,i,-7,-2,-5,0.7
COc1cccc(CN(C)C(=O)Cc2ccc(OC)c(S(=O)(=O)N3CCOCC3)c2)c1,-0.4,2,-4,-2,i,14,1,1,-1.1
Oc1ccc(C[C@H]2CNC(=S)N2CC2CCCN2C[C@H](Cc2ccccc2)N2C[C@H](Cc3ccc(O)cc3)N(CC3CCCCCC3)C2=S)cc1 (stereo partly drawn),-0.2,-5,-74,-5,i,24,-13,-3,-0.6
O=C(CS(=O)c1ccc(F)cc1)Nc1ccccc1Cl (stereo not drawn),-0.3,0,-8,0,i,4,-3,-8,0.2
O=C(CN1CCCC1)Nc1ccccc1Cl,0.4,-6,-5,-2,i,-19,-1,-6,-0.3
Cn1c(=O)n(C/C=C/c2ccccc2)c(=O)c2c1nc1n2CCCN1c1ccc(F)cc1,-0.2,3,28,5,i,-8,-3,-2,-0.8
CCOc1ccc2nc(SCc3ccc(F)cc3)sc2c1,-1.1,2,20,-10,i,-1,-14,3,0.4
Nc1ccn([C@@H]2O[C@H](C(=O)N3CCCN(Cc4cccs4)CC3)[C@@H](O)[C@H]2O)c(=O)n1,0.1,5,-9,-4,i,1,1,5,1.5
O=C(OCc1ccccc1)N1CCCC1/C=C/CN1CCOCC1 (stereo not drawn),-0.4,-3,-3,0,i,-9,-7,-6,-1.3
CCc1nc2c(OCc3ccc(C(F)(F)F)cc3)cccn2c1N(C)C(=O)c1ccco1,-0.5,-1,6,-1,i,0,1,8,-1.7
Cc1nc2c3ccccc3n(CC#N)c(=O)n2n1,-0.4,-1,0,0,i,-4,1,1,-0.4
O=C(COC(=O)c1ccccc1NS(=O)(=O)c1ccc(Cl)cc1)NCc1ccccc1,-0.2,-4,-2,-14,i,-12,-5,9,-1.0
COc1cc(CNc2ccc(O)cc2)cc(Br)c1OCc1ccccc1F,0.2,-2,10,-9,i,1,-12,12,.
CCC(=O)NNc1cc(=O)c2c(=O)n(C)c(=O)n(C)c2[nH]1,-0.6,1,-3,-5,i,-6,-3,-8,0.1
CC1CCN(S(=O)(=O)c2ccc3c(ccn3CCC(=O)N3CCCCC3)c2)CC1,0.0,2,3,3,i,-2,-9,0,-0.9
COc1ccc(N(C(=O)COc2cccc(C)c2)S(=O)(=O)c2ccc(C)cc2)cc1,-0.5,0,28,0,i,11,2,3,0.9
COC(=O)c1ccccc1NC(=O)Cn1c(SC)c(F)cnc1=O,0.2,0,-4,-4,i,-76,-1,0,-0.4
CCOc1ccc(-c2nc(N)ncc2Oc2ccccc2Br)c(O)c1,-0.3,0,29,1,i,2,1,3,0.8
O=C(NCc1ccco1)/C(=C\c1cccs1)NC(=O)c1ccccc1,0.4,0,-3,6,i,20,-1,1,2.8
O=C(NNC(=O)c1cccnc1SCc1cccc([N+](=O)[O-])c1)c1ccccn1,-0.9,2,11,-2,i,7,-10,11,0.3
Cc1cc(C)c(S(=O)(=O)Nc2cccc3nsnc23)c(C)c1,-1.3,0,10,-7,i,0,-3,2,-0.4
CCOc1ccc(-c2nnc3ccc(SC(C)C)nn23)cc1,-0.7,-2,32,2,i,-5,0,5,-0.4
CCSc1nnc(-c2ccncc2)o1,-0.4,-4,-6,-1,i,7,-4,-4,-0.3
CN(CC(=O)Nc1cccc(F)c1)CC(=O)Nc1cc(S(=O)(=O)N2CCOCC2)ccc1Cl,-0.1,-4,9,1,i,-6,-4,-3,-0.9
CCNC(=O)CN(c1ccccc1)S(=O)(=O)c1ccc(Cl)cc1,-0.7,0,-6,4,i,-2,-5,-2,-0.7
COc1cc2cc3c(N)c(C(=O)Nc4sc(C)c(C)c4C#N)sc3nc2cc1OC,-0.8,2,-3,74*,i,-33,-8,-87,3.3
COc1ccc(S(=O)(=O)N2CCN(CC(=O)NC(Cc3ccccc3)C(C)=O)CC2)cc1 (stereo not drawn),-0.1,0,-2,0,i,-4,0,0,0.3
CCc1cnc(Nc2nc(C(N)Cc3ccc(Cl)cc3)cs2)nc1 (stereo not drawn),-0.3,0,-19,10,i,4,2,9,0.2
Cc1ccc(S(=O)(=O)/N=C2\C=C(Nc3cccc(C(=O)O)c3)C(=O)c3ccccc32)cc1,1.7,1,15,20,i,15,-1,-1,42*
COc1ccc(C=NCCc2ccc(OC)c(OC)c2)cc1OC,-0.3,0,-7,0,i,-2,-3,-13,1.7
Cc1ccc(-c2nnc(SCC(=O)NC3CCCC3)n2C)cc1,-0.6,2,-4,0,i,-5,-1,-8,0.5
CC1(C(=O)NS(=O)(=O)c2cccs2)CCN1C(=O)Cc1ccc(-c2ccccc2)cc1 (stereo not drawn),-0.1,-2,-8,1,i,6,-2,11,0.6
CN(C(=O)COC(=O)CNC(=O)c1ccc2ccccc2c1)c1c(N)n(Cc2ccccc2)c(=O)[nH]c1=O,-0.4,3,-2,1,i,-19,-6,6,0.6
C=CCC(CC=C)(C(N)=O)c1ccccc1,-0.4,-1,-2,0,i,-1,-3,6,0.9
O=C(Nc1ccc(Cl)c(Cl)c1)N(Cc1cccnc1)Cc1ccco1,0.0,-1,34,-2,i,13,2,-2,1.4
Cc1cc(C)c2[nH]c(=O)c(CN(Cc3ccc4c(c3)OCO4)Cc3nnnn3C3CCCC3)cc2c1,-0.7,2,16,6,i,-3,-2,0,-0.6
O=C(Nc1ccc(F)cc1F)c1cc(Cl)sc1Cl,-0.5,4,5,0,i,-10,-1,5,0.4
COc1ccccc1CNC(=O)CCc1nnc2ccc(NCCCN3CCCC3=O)nn12,-0.1,0,-6,0,i,2,-2,6,-1.1
CN(Cc1ccccc1)C(=O)c1ccc(NC(=O)Cc2cccc(NC(=O)C3CCCN(C(=O)C4CCCC4)C3)c2)cc1 (stereo not drawn),0.5,5,1,-1,i,2,-1,-9,0.1
CCOC(=O)c1ccc(NC(=O)c2cc(C)nc3ccccc23)cc1,0.0,0,-4,-5,i,-8,-6,4,0.4
Cc1ccnc(NS(=O)(=O)c2ccc(NC(=O)/C=C/c3cccs3)cc2)n1,-1.3,3,-8,1,i,-5,-17,0,5.9*
O=C(NCCN1CCOCC1)c1sc2ccccc2c1Cl,-0.6,2,-6,-2,i,5,-2,-3,0.5

(list continues)
SMILES,TbMetRS inhib,Rin1 Abl inh,FAS-TE inh,CSN inh,Neddylation inh,MLLE-PAM2 inh,MsrA act,eLon inh,MsrA inhibitor
CC(C(=O)NCCc1nc2ccccc2[nH]1)n1cc([N+](=O)[O-])cn1 (stereo not drawn),0.7,5,1,-1,i,1,-1,-1,0.2
C[C@]12C(=O)N(c3ccc(Br)cc3)C(=O)N1[C@H]1c3ccccc3OC[C@@H]1[C@H]2c1ccccc1,-0.3,-4,85*,-7,i,-1,-1,15,0.9
COc1ccc(S(=O)(=O)N2CCOC2CNC(=O)C(=O)NCCc2ccccc2)cc1 (stereo not drawn),-1.3,0,-9,-2,i,-2,-7,1,-0.3
Cn1c(=O)cc(OCCCC(=O)N2CCCCC2)c2ccccc21,-0.1,-2,-5,3,i,-4,-1,1,0.4
COC(=O)c1sc(C(F)(F)F)c(-c2ccccc2)c1S(=O)(=O)N1CCOCC1,-0.2,1,16,0,i,-2,-3,-6,-0.3
COc1cccc2c1nc(C)c1cc(C)oc12,-0.3,-3,-3,-2,.,2,2,7,0.4
CCOC(=O)C1C(=O)OC(C)(C)C1C(C)C(=O)c1ccc(C)cc1C (stereo not drawn),-1.0,3,-4,2,i,-7,-8,-1,-1.1
CCCCNC(=O)c1ccc(NC(=O)C2CCCO2)cc1 (stereo not drawn),-0.9,2,-3,1,i,-19,-8,-6,0.9
O=[N+]([O-])c1cncc([N+](=O)[O-])c1Nc1cccc(O)c1,-0.1,-3,-4,1,i,0,1,-13,1.7

Part of the list above, with two lines to a compound:
Under each structure – TbMetRS inhib, Rin1 Abl inh, FAS-TE inh, CSN inh, Neddylation inh, MLLE-PAM2 inh, MsrA act, eLon inh, MsrA inhibitor
C[C@]12C(=O)N(c3ccc(Br)cc3)C(=O)N1[C@H]1c3ccccc3OC[C@@H]1[C@H]2c1ccccc1
→ -0.3, -4, 85*, -7, i, -1, -1, 15, 0.9
COc1ccc(S(=O)(=O)N2CCOC2CNC(=O)C(=O)NCCc2ccccc2)cc1 (stereo not drawn)
→ -1.3, 0, -9, -2, i, -2, -7, 1, -0.3

Screening data as filed in PubChem BioAssay.
